BioA inh – M. tuberculosis BioA enzyme inhibitors, primary screen, biochemical, plate reader, single point, HTS; inhibition, % at 9.99 µM; purified M. tuberculosis BioA enzyme; 360,000 compounds, 0.096% hits; in the data active means inhibition above about 40%
The depositor's hits bear a star. Some of the compounds tested; count on the stated rates, not on these rows.

> CCCNC(=O)C[C@@H]1C[C@@H]2c3cc(NC(=O)Nc4ccccc4)ccc3O[C@@H]2[C@@H](CO)O1
  BioA inh = -1.8
> N#C[C@H]1[C@@H](c2ccc(C3=CCCCC3)cc2)[C@@H](CO)N1C(=O)Nc1ccccc1F
  BioA inh = 21
> COc1cccc(-c2ccc3c(c2)O[C@H](CN(C)C)[C@@H](C)CN([C@H](C)CO)S3(=O)=O)c1
  BioA inh = 2.0
> C[C@H]1CN([C@@H](C)CO)C(=O)c2cc(NC(=O)Cc3cn(C)c4ccccc34)ccc2O[C@H]1CN(C)C(=O)Nc1ccc(C(F)(F)F)cc1
  BioA inh = -2.2
> C[C@H]1CN([C@@H](C)CO)C(=O)c2cc(NC(=O)NC3CCCCC3)ccc2O[C@@H]1CN(C)S(=O)(=O)c1cn(C)cn1
  BioA inh = 0.9
> CC(C)NC(=O)N(C)C[C@@H]1Oc2ccc(NS(=O)(=O)c3ccc(F)cc3)cc2C(=O)N([C@@H](C)CO)C[C@H]1C
  BioA inh = -1.2
> Cc1ccc(S(=O)(=O)Nc2ccc3c(c2)CC(=O)N([C@@H](C)CO)C[C@H](C)[C@H](CN(C)S(=O)(=O)c2ccc(F)cc2)O3)cc1
  BioA inh = -0.5
> CO[C@H]1CN(C)C(=O)c2cc(NS(=O)(=O)c3cccc(F)c3)ccc2OC[C@H](C)N(Cc2cc(F)ccc2F)C[C@@H]1C
  BioA inh = -0.9
> C[C@@H]1CN([C@@H](C)CO)C(=O)c2cc(/C=C/c3ccccc3)cnc2O[C@@H]1CN(C)S(=O)(=O)c1ccccc1
  BioA inh = -0.9
> CCCNC(=O)Nc1ccc2c(c1)OC[C@H](C)N(C)C[C@@H](C)[C@@H](OC)CN(C)C2=O
  BioA inh = 0.2
> O=C(C1CCCCC1)N1CC[C@@H]2[C@H](CO)Nc3ccc(C#Cc4ccc(F)cc4)cc3[C@@H]21
  BioA inh = -2.5
> CO[C@@H]1CN(C)C(=O)c2ccc(NC(=O)c3ccc(Oc4ccccc4)cc3)cc2OC[C@@H](C)NC[C@H]1C
  BioA inh = 4.9
> COc1ccc(S(=O)(=O)Nc2ccc3c(c2)[C@@H]2C[C@@H](CC(=O)N(C)C)O[C@@H](CO)[C@@H]2O3)cc1
  BioA inh = 0.6
> C[C@H]1CN([C@@H](C)CO)C(=O)Cc2cc(NC(=O)Cc3cn(C)c4ccccc34)ccc2O[C@H]1CN(C)C(=O)NC1CCCCC1
  BioA inh = 4.0
> O=C(C[C@@H]1CC[C@H]2[C@@H](COC[C@@H](O)CN2Cc2cc(F)ccc2F)O1)N[C@H]1CCN(Cc2ccccc2)C1
  BioA inh = -0.1
> CO[C@H]1CC[C@@H]2CCN(C)C(=O)C[C@@H](c3ccccc3)CN(C)C(=O)c3cc(C#N)ccc3OC[C@@H]1O2
  BioA inh = -3.4
> CN(C)C(=O)C[C@@H]1CC[C@H](NC(=O)C2CCC2)[C@H](CO)O1
  BioA inh = -1.5
> C[C@@H]1CN([C@H](C)CO)C(=O)c2cc(NC(=O)Nc3ccc4c(c3)OCO4)ccc2O[C@@H]1CN(C)S(C)(=O)=O
  BioA inh = 0.4
> CN(C)CC#Cc1ccc([C@@H]2[C@H](CO)N3CCCCN(S(=O)(=O)c4ccccc4F)C[C@@H]23)cc1
  BioA inh = -0.8
> C[C@@H]1CN([C@@H](C)CO)C(=O)c2cc(NS(=O)(=O)c3cccs3)ccc2O[C@H]1CN(C)Cc1ccc(-c2ccccc2)cc1
  BioA inh = -2.4
> C[C@H](CO)N1C[C@H](C)[C@@H](CN(C)Cc2ccccc2)OCCCC[C@H](C)Oc2ccc(NC(=O)Nc3ccccc3)cc2C1=O
  BioA inh = -0.7
> C[C@@H]1CN([C@H](C)CO)C(=O)c2c(c3ccccc3n2C)-c2ccccc2CO[C@@H]1CN(C)S(=O)(=O)c1ccccc1F
  BioA inh = 13
> COC(=O)C[C@@H]1C=C[C@@H](NC(=O)Nc2ccc(C(F)(F)F)cc2)[C@@H](CO)O1
  BioA inh = -0.4
> CN(C)C(=O)C[C@H]1CC[C@H](NC(=O)NC2CCCCC2)[C@@H](CO)O1
  BioA inh = 3.5
> Cc1noc(C)c1NC(=O)N1C[C@H](O)COC[C@H]2O[C@H](CC(=O)NCC3CC3)CC[C@@H]21
  BioA inh = -1.3

> O=C(C[C@H]1C[C@H]2c3cc(NS(=O)(=O)c4ccccc4)ccc3O[C@H]2[C@@H](CO)O1)N1CCCCC1
  BioA inh = -1.5
> COc1ccc(S(=O)(=O)Nc2cccc3c2O[C@@H](CN(C)C)[C@H](C)CN([C@@H](C)CO)C3=O)cc1
  BioA inh = -1.1
> CC(C)NC(=O)N[C@H]1CC[C@@H](CCNS(=O)(=O)c2ccc(F)cc2)O[C@H]1CO
  BioA inh = 1.1
> CCCC(=O)Nc1ccc2c(c1)C(=O)N(C)C[C@@H](OC)[C@@H](C)CN(C(=O)CC1CC1)[C@@H](C)CO2
  BioA inh = 0.6
> CN(C)C(=O)c1ccc(-c2ccc([C@@H]3[C@@H](C#N)N(C(=O)C4CCCCC4)[C@H]3CO)cc2)cc1
  BioA inh = -0.5
> C[C@@H]1CN([C@H](C)CO)C(=O)c2c(c3ccccc3n2C)-c2ccccc2CO[C@@H]1CN(C)C(=O)Nc1cccc(F)c1
  BioA inh = 0.2
> CCCNC(=O)Nc1ccc2c(c1)OC[C@H](C)N(C(=O)C1CC1)C[C@H](C)[C@@H](OC)CN(C)C2=O
  BioA inh = -3.9
> O=C(C[C@@H]1CC[C@H]2[C@@H](COC[C@H](O)CN2CC2CCOCC2)O1)NCc1ccc(Cl)cc1
  BioA inh = 0.6
> COc1ccccc1-c1ccc2c(c1)O[C@@H](CN(C)S(=O)(=O)c1ccccc1)[C@H](C)CN([C@H](C)CO)S2(=O)=O
  BioA inh = -2.6
> C[C@@H]1CCCCO[C@@H](CN(C)S(C)(=O)=O)[C@@H](C)CN([C@H](C)CO)C(=O)c2cc(NC(=O)c3ccncc3)ccc2O1
  BioA inh = -1.5
> CCC(=O)N1[C@@H]2Cn3c(ccc(C4=CCCC4)c3=O)[C@H]1[C@@H](C(=O)N[C@H](C)c1ccccc1)[C@@H]2CO
  BioA inh = -0.7
> O=C(N[C@H]1CC[C@H](CCNC(=O)C2CCC2)O[C@H]1CO)c1ccccn1
  BioA inh = 1.4
> C[C@@H]1CN([C@@H](C)CO)C(=O)Cc2cc(NC(=O)CCCCCC(=O)Nc3ccccc3N)ccc2O[C@@H]1CN(C)C(=O)Nc1ccccc1
  BioA inh = 1.1
> Cc1noc(C)c1S(=O)(=O)N(C)C[C@H]1OCCCC[C@H](C)Oc2ccc(N(C)C)cc2C(=O)N([C@@H](C)CO)C[C@@H]1C
  BioA inh = -0.7
> C[C@H](CO)N1C[C@H](C)[C@H](CN(C)Cc2ccncc2)OCCCC[C@H](C)Oc2ccc(NS(=O)(=O)c3ccccc3)cc2C1=O
  BioA inh = 0.2
> C[C@H](NC(=O)C[C@@H]1C[C@H]2c3cc(NC(=O)NC4CCCCC4)ccc3O[C@H]2[C@H](CO)O1)c1ccccc1
  BioA inh = -0.7
> Cc1noc(C)c1NC(=O)Nc1ccc2c(c1)CC(=O)N([C@H](C)CO)C[C@H](C)[C@@H](CN(C)C(=O)Nc1ccc3c(c1)OCO3)O2
  BioA inh = -0.9
> CCNC(=O)C[C@H]1CC[C@@H]2[C@@H](COc3ccc(NC(C)=O)cc3C(=O)N2C)O1
  BioA inh = -1.9
> COC(=O)C[C@H]1CC[C@@H](NC(=O)c2ccccc2)[C@@H](CO)O1
  BioA inh = -3.6
> COC(=O)C[C@H]1CC[C@@H]2[C@H](COC[C@H](O)CN2C(=O)Nc2ccccc2OC)O1
  BioA inh = 21
> CO[C@@H]1CN(C)C(=O)c2ccc(NS(=O)(=O)c3cccc(Cl)c3)cc2OC[C@H](C)NC[C@@H]1C
  BioA inh = -1.0
> O=C(C[C@@H]1CC[C@@H](NC(=O)c2ccccc2)[C@H](CO)O1)NCc1ccncn1
  BioA inh = -1.3
> COc1ccc(S(=O)(=O)Nc2ccc3c(c2)CC(=O)N([C@@H](C)CO)C[C@H](C)[C@@H](CN(C)Cc2ccc(C(=O)O)cc2)O3)cc1
  BioA inh = -2.7
> CC(C)CC#Cc1ccc2c(c1)O[C@@H](CN(C)Cc1ccccc1)[C@@H](C)CN([C@@H](C)CO)S2(=O)=O
  BioA inh = -2.0
> C[C@@H]1CCCCO[C@@H](CN(C)C(=O)C2CCCCC2)[C@@H](C)CN([C@H](C)CO)C(=O)c2cc(NC(=O)Nc3cccc4ccccc34)ccc2O1
  BioA inh = -2.2

> CN1[C@@H]2c3ccc(C4=CCCCC4)c(=O)n3C[C@H]1[C@H](CO)[C@H]2C(=O)N1CCCCC1
  BioA inh = -0.1
> CC(C)C#Cc1cnc2c(c1)C(=O)N([C@H](C)CO)C[C@@H](C)[C@H](CN(C)S(=O)(=O)c1cn(C)cn1)O2
  BioA inh = -1.7
> C[C@@H]1CN([C@H](C)CO)S(=O)(=O)c2ccc(/C=C/c3ccccc3)cc2O[C@@H]1CN(C)Cc1ccccc1
  BioA inh = -0.8
> CN(C)CC(=O)Nc1ccc2c(c1)[C@H]1C[C@@H](CC(=O)NCc3ccc4c(c3)OCO4)O[C@H](CO)[C@H]1O2
  BioA inh = -0.1
> C[C@H](CO)N1C[C@H](C)[C@@H](CN(C)C)Oc2ccc(NC(=O)Cn3cnnn3)cc2C1=O
  BioA inh = -2.7
> C[C@H](CO)N1C[C@H](C)[C@H](CN(C)C(=O)Cc2ccccc2)Oc2cc(C#CC3CCCC3)ccc2S1(=O)=O
  BioA inh = -1.4
> C[C@@H]1CN([C@H](C)CO)C(=O)c2cc(NS(=O)(=O)c3ccc(F)cc3)ccc2O[C@@H]1CN(C)Cc1ccc(C(=O)O)cc1
  BioA inh = -0.6
> COc1ccc(CN(C)C[C@@H]2Oc3ccc(NC(=O)c4ccncc4)cc3C(=O)N([C@@H](C)CO)C[C@@H]2C)cc1
  BioA inh = -4.8
> O=C(C[C@H]1C=C[C@@H](NS(=O)(=O)c2ccc(F)cc2)[C@H](CO)O1)NC1CCCCC1
  BioA inh = -0.8
> O=C(C[C@H]1CC[C@H]2[C@@H](COC[C@@H](O)CN2CCc2ccccc2)O1)NCCCN1CCOCC1
  BioA inh = -2.5
> C[C@H](CO)N1C[C@H](C)[C@H](CN(C)Cc2ccc(C(=O)Nc3ccccc3N)cc2)Oc2ccc(NC(=O)Cc3cn(C)c4ccccc34)cc2C1=O
  BioA inh = 1.0
> Cc1ccc(-c2ccc3c(c2)O[C@H](CN(C)C(=O)Nc2ccc(C(F)(F)F)cc2)[C@H](C)CN([C@@H](C)CO)S3(=O)=O)cc1
  BioA inh = -5.4
> C[C@@H]1CCCCO[C@@H](CN(C)Cc2ccccc2)[C@@H](C)CN([C@H](C)CO)C(=O)c2cc(NC(=O)C3CCCCC3)ccc2O1
  BioA inh = -4.0
> COc1ccccc1S(=O)(=O)N[C@@H]1CC[C@H](CCNC(=O)C2CCCC2)O[C@@H]1CO
  BioA inh = -1.2
> Cc1noc(C)c1NC(=O)N(C)C[C@@H]1OCCCC[C@H](C)Oc2ccc(NS(=O)(=O)c3ccc(F)cc3)cc2C(=O)N([C@@H](C)CO)C[C@H]1C
  BioA inh = -0.5
> CC(C)NC(=O)N(C)C[C@@H]1OCCCC[C@H](C)Oc2ccc(NC(=O)Nc3ccc(F)cc3)cc2C(=O)N([C@H](C)CO)C[C@@H]1C
  BioA inh = 0.1
> CO[C@@H]1CN(C)C(=O)c2cc(NS(C)(=O)=O)ccc2OC[C@@H](C)N(CC2CCCCC2)C[C@H]1C
  BioA inh = 4.0
> C[C@@H]1CN([C@H](C)CO)C(=O)Cc2cc(NS(=O)(=O)c3ccc(F)cc3)ccc2O[C@H]1CN(C)C(=O)NC1CCCCC1
  BioA inh = -1.9
> C[C@@H]1CN([C@H](C)CO)C(=O)c2cc(C#CCN(C)C)cnc2O[C@@H]1CN(C)Cc1ccccn1
  BioA inh = 1.6
> CNC[C@@H]1Oc2ccc(NS(=O)(=O)c3ccc(F)cc3)cc2CC(=O)N([C@@H](C)CO)C[C@@H]1C
  BioA inh = -1.9
> COc1ccc(NC(=O)Nc2ccc3c(c2)C(=O)N([C@@H](C)CO)C[C@@H](C)[C@@H](CN(C)C(=O)Nc2ccc(F)cc2)OCCCC[C@@H](C)O3)cc1
  BioA inh = -0.3
> CCN(C[C@H]1N[C@H](CO)[C@@H]1c1ccc(-c2cccc(F)c2)cc1)C(=O)COC
  BioA inh = 1.5
> C[C@@H]1CN([C@H](C)CO)C(=O)c2cccc(N(C)C)c2O[C@H]1CN(C)C
  BioA inh = -1.8
> CNC[C@H]1OCCCC[C@@H](C)Oc2ccc(NS(=O)(=O)c3cn(C)cn3)cc2C(=O)N([C@H](C)CO)C[C@@H]1C
  BioA inh = -4.0
> Cc1ccc(S(=O)(=O)Nc2ccc3c(c2)CC(=O)N([C@@H](C)CO)C[C@H](C)[C@H](CN(C)CC2CCCCC2)O3)cc1
  BioA inh = 0.9

> COc1ccccc1NC(=O)N[C@@H]1CC[C@H](CCn2cc(-c3ccccc3)nn2)O[C@H]1CO
  BioA inh = 1.3
> CC(C)NC(=O)N(C)C[C@@H]1Oc2c(NC(=O)c3cnccn3)cccc2C(=O)N([C@@H](C)CO)C[C@H]1C
  BioA inh = 0.5
> C[C@H]1CN([C@@H](C)CO)S(=O)(=O)c2ccc(C#CC3CC3)cc2O[C@@H]1CN(C)C(=O)Cc1ccncc1
  BioA inh = -2.1
> O=C(Cc1ccccn1)N[C@@H]1CC[C@@H](CCn2cc(-c3ccccc3)nn2)O[C@H]1CO
  BioA inh = 0.4

Source: PubChem BioAssay (Broad Institute)
